Source: PubChem (National Center for Advancing Translational Sciences (NCATS))
S-ASM inh: Inhibitors of Secretory Acid Sphingomyelinase (S-ASM): qHTS. actives 0.006% (n = 340,000). placental ASM, HMU-PC fluorogenic substrate, 60 min. Potency, µM (titrated, usually from 57.5 µM), inactives show at the highest dose activity change, negative = inhibition, usual class: inhibitors. AID 504937, 2011. Sphingomyelin phosphodiesterase (Homo sapiens), P17405; note: potency is the fitted concentration of half-maximal effect
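Steps: dispense placental human ASM, pin compound, wait 10 min at room temperature, add HMU-PC0 substrate at 9 uM final, incubate 60 min at 37 °C, add stop solution raising pH to 10, read fluorescence.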
CXXC DNA block: qHTS Fluorescence Polarization Assay for Inhibitors of MLL CXXC domain - DNA interaction. Potency, µM (titrated, usually from 115 µM), inactives show at the highest dose activity change, negative = inhibition, most hits filed as inhibitors. actives 0.037% (n = 290,000). Histone-lysine N-methyltransferase 2A (Homo sapiens), Q03164. MLL-CXXC / FITC-HOXA9 DNA fluorescence polarization; active = well fitted inhibition curve with a large enough effect in the polarisation, with a control signal flat, not every such curve was filed as active; inconclusive = small, poorly fitted or top-dose-only effect, or effect the other way, or a change in a side signal; inactive = no such curve, though single readings can be large or run the other way; the % refers to the polarisation; note: potency is the fitted concentration of half-maximal effect
Target sequence (Q03164 whole entry, looked up, the tested form may be a part): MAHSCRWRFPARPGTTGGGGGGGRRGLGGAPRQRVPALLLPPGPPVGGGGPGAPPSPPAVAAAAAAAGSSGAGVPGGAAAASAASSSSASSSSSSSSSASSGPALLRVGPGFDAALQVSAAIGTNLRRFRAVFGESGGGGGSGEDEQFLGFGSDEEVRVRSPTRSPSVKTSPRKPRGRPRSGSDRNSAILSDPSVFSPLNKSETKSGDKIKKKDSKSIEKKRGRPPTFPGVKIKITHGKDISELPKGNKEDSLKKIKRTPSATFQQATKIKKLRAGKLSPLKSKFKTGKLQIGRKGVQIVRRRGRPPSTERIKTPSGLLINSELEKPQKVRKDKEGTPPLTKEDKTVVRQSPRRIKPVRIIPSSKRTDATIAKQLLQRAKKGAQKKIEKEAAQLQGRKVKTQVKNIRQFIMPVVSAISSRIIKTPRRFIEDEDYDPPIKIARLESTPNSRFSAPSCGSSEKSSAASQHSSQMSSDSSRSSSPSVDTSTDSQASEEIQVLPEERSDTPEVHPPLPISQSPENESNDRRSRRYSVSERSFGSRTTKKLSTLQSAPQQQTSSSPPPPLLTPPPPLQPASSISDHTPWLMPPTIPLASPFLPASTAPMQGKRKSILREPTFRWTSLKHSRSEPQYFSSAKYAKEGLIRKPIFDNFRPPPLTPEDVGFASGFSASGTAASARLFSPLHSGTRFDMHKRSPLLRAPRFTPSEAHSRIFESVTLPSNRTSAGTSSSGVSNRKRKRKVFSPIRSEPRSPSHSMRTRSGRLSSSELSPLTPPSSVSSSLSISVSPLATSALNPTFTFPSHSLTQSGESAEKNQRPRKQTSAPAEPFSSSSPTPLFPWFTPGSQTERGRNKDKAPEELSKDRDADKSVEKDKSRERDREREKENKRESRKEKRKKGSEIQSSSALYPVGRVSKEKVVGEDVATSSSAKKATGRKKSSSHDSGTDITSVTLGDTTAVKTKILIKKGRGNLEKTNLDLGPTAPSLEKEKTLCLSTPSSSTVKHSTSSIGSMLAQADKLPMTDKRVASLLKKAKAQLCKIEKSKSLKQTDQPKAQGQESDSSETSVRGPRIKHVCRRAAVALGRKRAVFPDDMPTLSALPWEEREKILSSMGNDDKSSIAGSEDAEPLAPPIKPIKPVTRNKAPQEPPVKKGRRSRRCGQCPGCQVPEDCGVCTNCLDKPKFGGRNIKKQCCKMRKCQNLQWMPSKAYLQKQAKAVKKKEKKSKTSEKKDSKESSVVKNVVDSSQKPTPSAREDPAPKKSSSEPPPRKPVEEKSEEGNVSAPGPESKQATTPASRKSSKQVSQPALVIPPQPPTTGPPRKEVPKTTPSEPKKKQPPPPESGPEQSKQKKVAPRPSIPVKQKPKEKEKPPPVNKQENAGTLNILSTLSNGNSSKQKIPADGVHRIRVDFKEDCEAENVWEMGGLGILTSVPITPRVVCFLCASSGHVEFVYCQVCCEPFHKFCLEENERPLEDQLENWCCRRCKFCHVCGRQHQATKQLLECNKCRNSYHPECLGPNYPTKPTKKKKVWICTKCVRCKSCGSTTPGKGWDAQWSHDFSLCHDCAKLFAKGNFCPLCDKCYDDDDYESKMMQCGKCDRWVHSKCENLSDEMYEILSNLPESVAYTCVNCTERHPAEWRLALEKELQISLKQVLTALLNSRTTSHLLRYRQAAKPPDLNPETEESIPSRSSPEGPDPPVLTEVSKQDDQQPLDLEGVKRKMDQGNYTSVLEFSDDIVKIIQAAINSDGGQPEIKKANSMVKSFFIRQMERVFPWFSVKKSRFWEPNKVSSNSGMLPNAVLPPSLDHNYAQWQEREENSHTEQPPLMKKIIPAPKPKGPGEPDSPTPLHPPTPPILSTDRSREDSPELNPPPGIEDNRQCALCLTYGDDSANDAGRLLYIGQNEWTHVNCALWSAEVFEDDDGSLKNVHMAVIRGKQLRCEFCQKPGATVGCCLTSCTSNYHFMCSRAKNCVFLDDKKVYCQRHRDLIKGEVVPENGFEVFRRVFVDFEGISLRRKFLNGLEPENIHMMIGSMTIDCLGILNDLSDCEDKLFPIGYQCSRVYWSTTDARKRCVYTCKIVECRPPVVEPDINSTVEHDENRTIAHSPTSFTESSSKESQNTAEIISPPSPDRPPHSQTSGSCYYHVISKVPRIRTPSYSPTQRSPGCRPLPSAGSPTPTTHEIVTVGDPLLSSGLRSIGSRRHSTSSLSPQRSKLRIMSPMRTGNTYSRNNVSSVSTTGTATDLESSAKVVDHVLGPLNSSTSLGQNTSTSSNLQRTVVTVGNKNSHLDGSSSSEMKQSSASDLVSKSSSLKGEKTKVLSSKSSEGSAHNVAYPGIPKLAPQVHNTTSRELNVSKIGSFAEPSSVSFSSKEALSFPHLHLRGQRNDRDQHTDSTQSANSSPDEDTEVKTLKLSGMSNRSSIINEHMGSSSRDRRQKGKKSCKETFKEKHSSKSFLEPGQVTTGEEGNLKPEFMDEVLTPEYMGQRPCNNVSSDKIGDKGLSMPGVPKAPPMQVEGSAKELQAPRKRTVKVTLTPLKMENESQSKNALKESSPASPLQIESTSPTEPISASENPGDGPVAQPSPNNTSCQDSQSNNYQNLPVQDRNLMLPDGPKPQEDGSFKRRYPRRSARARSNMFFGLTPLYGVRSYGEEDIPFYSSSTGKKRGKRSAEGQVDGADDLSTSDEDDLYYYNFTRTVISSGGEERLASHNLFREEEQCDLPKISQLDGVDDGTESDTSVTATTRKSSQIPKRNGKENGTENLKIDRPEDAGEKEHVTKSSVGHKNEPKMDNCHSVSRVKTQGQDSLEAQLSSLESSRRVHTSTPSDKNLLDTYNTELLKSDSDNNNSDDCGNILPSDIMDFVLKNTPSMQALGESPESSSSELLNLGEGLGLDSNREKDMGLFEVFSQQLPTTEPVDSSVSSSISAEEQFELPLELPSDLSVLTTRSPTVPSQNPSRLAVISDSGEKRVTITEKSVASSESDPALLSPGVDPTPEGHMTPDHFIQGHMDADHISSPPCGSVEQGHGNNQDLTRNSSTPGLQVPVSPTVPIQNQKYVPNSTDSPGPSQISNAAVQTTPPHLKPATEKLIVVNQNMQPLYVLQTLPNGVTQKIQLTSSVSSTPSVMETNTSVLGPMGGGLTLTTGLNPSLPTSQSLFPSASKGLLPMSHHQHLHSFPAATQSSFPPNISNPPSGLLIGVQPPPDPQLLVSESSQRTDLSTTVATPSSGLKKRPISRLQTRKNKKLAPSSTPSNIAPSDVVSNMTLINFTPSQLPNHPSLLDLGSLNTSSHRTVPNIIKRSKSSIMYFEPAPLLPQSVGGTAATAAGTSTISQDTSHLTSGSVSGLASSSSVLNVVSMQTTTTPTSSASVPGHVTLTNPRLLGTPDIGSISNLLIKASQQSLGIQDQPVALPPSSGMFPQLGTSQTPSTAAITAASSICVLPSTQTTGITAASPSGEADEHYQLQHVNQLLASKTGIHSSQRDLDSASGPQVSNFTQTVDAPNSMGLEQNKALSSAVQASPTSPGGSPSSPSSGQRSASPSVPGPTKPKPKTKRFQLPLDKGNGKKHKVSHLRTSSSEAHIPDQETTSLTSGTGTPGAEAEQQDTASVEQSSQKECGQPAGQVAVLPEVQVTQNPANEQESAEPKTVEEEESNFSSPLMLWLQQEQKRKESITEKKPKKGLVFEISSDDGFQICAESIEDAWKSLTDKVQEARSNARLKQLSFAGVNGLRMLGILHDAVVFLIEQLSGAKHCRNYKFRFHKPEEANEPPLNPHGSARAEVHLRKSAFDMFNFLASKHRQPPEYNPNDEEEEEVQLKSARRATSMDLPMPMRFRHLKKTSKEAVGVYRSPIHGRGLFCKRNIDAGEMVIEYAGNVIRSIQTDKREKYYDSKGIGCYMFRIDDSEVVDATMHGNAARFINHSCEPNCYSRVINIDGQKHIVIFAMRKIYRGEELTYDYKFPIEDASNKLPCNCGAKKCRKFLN
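Steps: dispense CXXC domain solution (7 uM) → pin compounds or unlabeled HOX-A9 DNA control → 5 min ambient → add FLSN-HOX-A9 solution (50 nM) → spin → 30 min ambient → fluorescence polarization. Tris pH 7.5/NaCl/DTT/BSA buffer.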
TSG101-PTAP inh: qHTS Assay for Iinhibitors of HIV-1 Budding by Blocking the Interaction of PTAP/TSG101. Tumor susceptibility gene 101 protein (Homo sapiens), Q99816. Fluorescence polarization, FITC-PTAP peptide / Tsg101 binding. Potency, µM (top dose mostly 115 µM), without a hit: at the highest dose activity change, negative = inhibition, most hits filed as inhibitors. 340,000 tested, under 10 active. AID 493005, 2010; active = well fitted inhibition curve with a large enough effect in the main read-out, with a control signal flat, not every such curve was filed as active; inconclusive = small, poorly fitted or top-dose-only effect, or effect the other way, or a change in a side signal; inactive = no such curve, though single readings can be large or run the other way; note: potency is the fitted concentration of half-maximal effect; % of control where 0% means no effect
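Fluorescence polarization binding of Tsg101 binding domain (10 uM final) to FITC-labeled PTAP peptide (50 nM final) in HEPES pH 7.5 buffer with NaCl, Tween 20, EDTA, TCEP. Compounds added before peptide; binding 20 min at RT.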
a7 integrin act: qHTS for Activators of Integrin-Mediated Alleviation for Muscular Dystrophy; Potency, µM (series often up to 38.3 µM), without a hit: at the highest dose activation, usual class: activators; AID 624291, 2012; alpha7betagal myoblasts, beta-gal FDG fluorescence, 48 h; actives 0.064% (n = 350,000);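 note: potency is the fitted concentration of half-maximal effect; 100% = response of the positive control SU9516; nearly all actives have a fitted effect of over 60% in size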
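alpha7betagal+/- myoblasts (passage 13, 250/well) treated 48 h at 37C with compounds at 1:260 dilution of DMSO stock. Lysed, then beta-galactosidase activity read as FDG fluorescence (ex 480/em 540) after 30 min, with pre-read for autofluorescence.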
AT treatment: qHTS Assay for Identifying a Potential Treatment of Ataxia-Telangiectasia; […] A-T fibroblasts, KAP-1 phosphorylation AlphaLISA; neocarzinostatin DNA damage 30 min before lysis; Potency, µM (highest dose often 57.5 µM), inactives show top-dose activation, hits mostly activators; actives 0.19% (n = 320,000); AID 485349, 2010; note: potency is the fitted concentration of half-maximal effect; % of control where 0% means no effect; nearly all actives have a fitted effect of over 45% in size
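ATM-like activity read as KAP-1 phosphorylation via AlphaLISA donor/acceptor antibody pairs after lysis and 6 hr at 25C. Cells were ATM-null patient fibroblasts ([…], hTERT), dosed 60 min, then exposed to the DSB inducer NCS for 30 min.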
MBNL1-CUG inh: qHTS Assay for Inhibitors of MBNL1-poly(CUG) RNA binding; Muscleblind-like protein 1 (Homo sapiens), Q9NR56; TR-FRET MBNL1-His/biotin-(CUG)12 binding, 665/545 ratio; Potency, µM (titrated, usually from 57.5 µM), for inactives: at the top dose activity change, negative = inhibition, actives largely listed as inhibitors; actives 0.036% (n = 280,000); AID 2675, 2010; active = well fitted inhibition curve with a large enough effect in the signal ratio, with a control signal flat, not every such curve was filed as active; inconclusive = small, poorly fitted or top-dose-only effect, or effect the other way, or a change in a side signal; inactive = no such curve, though single readings can be large or run the other way; the % refers to the signal ratio; note: potency is the fitted concentration of half-maximal effect; % is set by controls: 0 for no effect and ±100 for the full control effect
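TR-FRET readout: Ex 340 nm, 665/545 nm emission ratio, normalized to buffer-only (basal) and MBNL1-(CUG)12 controls. Complex of MBNL1-His with Biotin-(CUG)12, compounds 92 nM–58 uM, incubated 60 min at room temperature.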
Menin MLL FP TR: qHTS Assay for Inhibitors Targeting the Menin-MLL Interaction in MLL Related Leukemias: Competition With Texas Red Labeled MLL-derived Mutant Peptide; O00255; Menin + Texas Red MLL mutant peptide, fluorescence polarization; Potency, µM (doses to about 61.6 µM), inactives show at the highest dose FP activity change, negative = inhibition, usual class: inhibitors; actives 0.23% (n = 270,000); AID 1768, 2009; active = well fitted inhibition curve with a large enough effect in the polarisation, with a control signal flat, not every such curve was filed as active; inconclusive = small, poorly fitted or top-dose-only effect, or effect the other way, or a change in a side signal; inactive = no such curve, though single readings can be large or run the other way; the % refers to the polarisation; note: potency is the fitted concentration of half-maximal effect; % of control where 0% means no effect; many of its hits are not listed in these tables
Mito fusion yeast: qHTS Assay for Small Molecule Inhibitors of Mitochondrial Division or Activators of Mitochondrial Fusion; Potency, µM (top dose mostly 46.1 µM), for the others: at the top dose growth rescue (activation), actives largely listed as activators; AID 485298, 2010; S. cerevisiae fusion-defective mutant growth rescue, CellTiterGlo 48 h; actives 0.23% (n = 320,000);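 note: potency is the fitted concentration of half-maximal effect; % of control where 0% means no effect; nearly all actives have a fitted effect of over 45% in size; temperature-sensitive fusion mutants such as fzo1-1 at 37 °C on non-fermentable ethanol glycerol medium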
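Temperature-sensitive fusion-defective S. cerevisiae (e.g. fzo1-1, mgm1-5) were grown with compound in YPEG medium (3% ethanol, 3% glycerol) for 48 hours at 37C. Growth rescue was measured as viability by CellTiterGlo luminescence after 10 minutes at ambient.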
TSHR antag: Antagonists of the Thyroid Stimulating Hormone Receptor: HTS campaign | Thyrotropin receptor (Homo sapiens), P16473 | TSHR-expressing cells, TSH-stimulated cAMP HTRF, 2 h; hits give low values | activity change, negative = inhibition, % at 11.5 µM | actives 0.2% (n = 330,000);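 active = activity change below a set negative limit, meaning inhibition stronger than a set level, cut at about -70% in these data; inconclusive = activity change between two set negative limits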; note: % is set by controls: 0 for no effect and ±100 for the full control effect
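Competitive HTRF cAMP read-out (cryptate anti-cAMP antibody, cAMP-d2; 30 min, room temperature) in freshly harvested TSHR cells. Compounds added before TSH at EC80 (4nM final), followed by 2 hours' incubation at 37 deg C.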
TCR act: Activators of T cell receptors: qHTS campaign | primary human leukocytes, anti-CD3, IL-2 HTRF, 48 h | Potency, µM (top dose mostly 9.22 µM), inactives show at the highest dose activation of IL-2 secretion, hits mostly activators | 330,000 tested, under 10 active | AID 504894, 2011; note: % of control where 0% means no effect
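1) Mix primary human leukocytes, a-CD3 beads and compound. 2) Incubate 48 hr. 3) Add HTRF IL-2 reagents (a-IL-2-K, a-IL-2-d2).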
An asterisk follows results filed as active; ? = inconclusive; · = not tested or not shown; & = joins results of further samples; [ ] = another dose, or the depositor's remark. Unless noted, calls come from the whole dose curve; as a rule, active = well fitted curve in the direction sought with a large enough effect; inconclusive = small, poorly fitted or top-dose-only effect, or another doubt; inactive = no such curve, though single readings can be large; an effect the other way counts as inactive or inconclusive.

SMILES | S-ASM inh | CXXC DNA block | TSG101-PTAP inh | a7 integrin act | AT treatment | MBNL1-CUG inh | Menin MLL FP TR | Mito fusion yeast | TSHR antag | TCR act
CCOC(=O)Cc1csc(Nc2c(C)n(C)n(-c3ccccc3)c2=O)n1 | 1% | 0% | 0% | 22% | 1% | 12% | 3% | 1% | 2 | -3%
COc1cc2c(cc1OC)C(C1C(=O)CCCC1=O)N(C(=O)CCl)CC2 (stereo not drawn) | 1% | 6% | -10% | -12% | 2% | 13% | -1% | -6% | 1 | -5%[46.1 µM]
COc1cccc(NC(=O)c2ocnc2C)c1 | 5% | 0% | -1% | 18% | -1% | -6% | -2% | -1% | 22 | 4%
COC(=O)c1cn(Cc2ccccn2)c(=O)c2ccccc12 | -1% | 2% | 0% | -2% | 2% | -2% | -10% | -3% | -6 | ·
Cn1c(=O)c2ncn(CC(=O)N=Nc3c(O)[nH]c4ccccc34)c2n(C)c1=O | · | 1% | · | · | 4% | ? | 18% | ? | 5 | ·
COc1cc2c(cc1OC)CN(CC(=O)Nc1ccc3c(c1)OCO3)CC2 | -7% | -1% | -1% | 4% | 3% | 2% | 4% | -1% | 1 | -6%
Cc1ccccc1OC(=O)C1C(c2ccccc2)C(C(=O)O)C1c1ccccc1 (stereo not drawn) | 5% | -26% | -1% | 19% | -2% | 0% | 1% | 0% | 12 | 0%
O=C(CCN1CCOCC1)c1ccc(Cl)cc1 | 5% | 74%[activator] | 6% | -56%[inhibitor] | -8% | -15% | 9% | -5% | 28 | -2%
CC(=O)NCCc1ccc(S(=O)(=O)N2CCOCC2)cc1 | -1% | 2% | -2% | 13% | -6% | 0% | 7% | -2% | 6 | -4%
COc1ccc(CCNC(=O)c2cc(=O)n(C)c(=O)n2C)cc1OC | 6% | 7% | -4% | 27% | -2% | 1% | 9% | -4% | 2 | 2%
Cc1ccc(-n2nc(C)c3c2NC2=C(C(=O)CC(C)(C)C2)C3c2ccccc2OCC(=O)O)cc1 (stereo not drawn) | 221%[activator] | -10% | -3% | 13% | -15% | -2% | 10% | -7% | 4 | 0%
Cc1nn(CC(=O)c2ccccc2)c(=O)c2nn(-c3ccccc3F)c(C)c12 | 0% | -4% | -2% | -7% | 4% | 7%[11.5 µM] | -1% | -17% | -1 | -3%[46.1 µM]
Cc1noc(C(=O)Nc2cccnc2)c1Cl | 4% | -7% | -1% | 20% | 2% | 0% | 1% | 1% | -8 | 2%
CC1(C(=O)NCCc2c[nH]c3ccccc23)C=CC2(CCCCC2)N1C(=O)c1ccccc1 (stereo not drawn) | -2% | 9% | 1% | -12% | 1% | 0% | 5% | 5% | -11 | 7%
Cc1onc(-c2ccccc2Cl)c1C(=O)NC(=S)Nc1ccc(C(C)C)cc1 | -3% | -3% | -1% | 7% | 3% | -1% | · | -4% | ? | -5%
Cc1ccc(-n2c(C)cc(C(=O)COC(=O)c3ccc[nH]c3=O)c2C)cc1C | -12% | -2% | 0% | 0% | -4% | -8% | -1% | 11% | 1 | 3%[46.1 µM]
Cc1ccc(NC(=O)/C(=C\c2ccco2)NC(=O)c2ccco2)cc1 | 3% | 11% | -8% | 24% | -6% | 7% | -2% | 1% | 10 | 0%
CC(C)N1CCN(Cc2ccccc2-c2ccco2)CC1CCO (stereo not drawn) | 4% | 6% | -4% | 5% | 4%[11.5 µM] | 11% | 2% | -6% | -8 | 2%
Cc1cccc(CNC(=O)C2CCC(=O)N(C3CCCC3)C2)c1 (stereo not drawn) | -2% | -2% | 1% | -1% | 3% | -1% | · | 1% | -6 | -5%
O=C(CSc1nc(O)cc(=O)n1-c1ccccc1)NCc1ccccc1 | 13% | 15% | -7% | -14%[7.66 µM] | 0% | 6% | -1% | 2% | 1 | 3%
COc1ccc(CN2CCCCCC2)cc1OC | -3% | · | -1% | -7% | · | · | · | · | · | 5%
CCN1C(=NCCc2c[nH]c3ccccc23)N[C@@H](c2ccccc2)[C@H](C(=O)OC)[C@H]1C | 2% | 10%&27% | -3% | 0% | -3%&7% | 10%&-6% | 1%&0% | -3%&-1% | 4&6 | -9%
COc1cc(/C=C2\C(=N)N3N=C(S(=O)(=O)CC(C)C)SC3=NC2=O)ccc1OC(=O)c1ccco1 | · | 43%[activator] | · | · | 8% | 9% | ? | -18% | -11 | ·
Cc1c(Cl)cccc1NS(=O)(=O)c1cn(C)c(=O)n(C)c1=O | -1% | · | -1% | -4% | 0% | -13% | -3% | 3% | 8 | 0%
COc1ccc(C(=O)Nc2cc([N+](=O)[O-])ccc2N2CCN(C)CC2)cc1 | -3% | 6% | -5% | -35% | 1% | ? | -11% | -5% | 1 | -3%

Carrying on:
SMILES | S-ASM inh | CXXC DNA block | TSG101-PTAP inh | a7 integrin act | AT treatment | MBNL1-CUG inh | Menin MLL FP TR | Mito fusion yeast | TSHR antag | TCR act
COc1cc(OC)c(NC(=O)c2ccccc2F)cc1Cl | 40% | 46%[activator] | -1% | 11% | 5% | 3% | 16% | 1% | 3 | -4%
Cc1cc(C)n(CCNS(=O)(=O)c2ccc(C)c(C)c2)n1 | 1% | -4% | -1% | 32% | -6% | 1% | 7% | -1% | 3 | -2%
Cc1c(C(=O)C(=O)N2CCCc3ccccc32)c2ccccc2n1C | 2% | -1% | -4% | 0% | 4% | -5% | -1% | 2% | -4 | 1%[46.1 µM]
Cc1ccc(-c2ccc(C3C(C#N)=C(N)Oc4n[nH]c(C)c43)o2)cc1 (stereo not drawn) | -7% | -4% | -6% | -30% | 49% | -17% | ? | -15% | -5 | -7%
Cc1ccc(Cl)c(OCC(=O)Nc2sc(C)c(C)c2C#N)c1 | -2% | 1% | 1% | 25% | -8% | -1% | 2% | -3% | 16 | -7%[46.1 µM]
CC(C)c1ccc(N=C(N)N=C(N)N)cc1 | 0% | 12% | -1% | -51%[inhibitor] | 3% | 2% | 11% | 1% | 8 | 4%
Cc1sc2nc(C)n(/N=C/c3ccc(O)cc3O)c(=O)c2c1C | 3% | -8% | 0% | 22% | 1% | -13% | -2% | 2% | -12 | -1%
CC1CCN(S(=O)(=O)c2ccc(N/N=C(/C#N)C(N)=O)cc2)CC1 | -14% | 14% | -2% | 20% | -6% | ? | ? | -10% | 12 | -11%
O=C(/C=C/c1ccncc1)c1cc(Cl)ccc1O | 31%[activator] | 32%[activator] | -3% | -24% | 4% | -3% | -5% | -5% | 12 | 11%
COc1ccc(OC)c(-c2cc(C(=O)N3CCN(c4ncccn4)CC3)c3ccccc3n2)c1 | 6% | -1% | -1% | 23% | 4% | -9% | 1% | 8% | -12 | 6%
Cc1noc(C)c1COC(=O)c1ccc(F)c(S(=O)(=O)N2CCOCC2)c1 | 8% | · | -2% | 12% | -3% | · | · | -1% | 9 | -5%
CCOCC(=O)Nc1cc(C)on1 | -1% | 3% | 0% | 13% | 3% | 4% | 4% | 11% | -9 | -2%
O=C(OC1CCCCC1)c1ccc(NC(=O)c2ccco2)cc1 | -10% | -1% | 1% | -41% | 4% | 10% | 18% | 24% | -15 | -4%
CCc1nc(SCCO)c2oc3ccccc3c2n1 | -1% | -9% | 2% | -2% | 2% | -11% | -4% | 5% | -6 | 2%
CCN(CC)S(=O)(=O)c1ccc2[nH]cc(C(=O)NCCCN3CCCCC3)c(=O)c2c1 | 8% | 4% | 1% | 20% | 0% | -12%[11.5 µM] | 10% | -8% | 6 | 2%[46.1 µM]
O=C(c1ccccc1F)N1CCN(S(=O)(=O)c2ccc(Br)cc2)CC1 | 1% | 5% | -5% | 24% | 9% | 7% | · | -1% | -4 | -3%
CCCCN1C(=O)NC(NS(=O)(=O)c2ccc(N)cc2)(C(F)(F)F)C1=O (stereo not drawn) | 1% | 5% | -4% | 14%[7.66 µM] | · | -6% | 7% | 1% | 2 | 2%

Not all compounds are listed; rates above refer to the full screens.
